SIAE primary: inhibitors of human sialic acid acetylesterase SIAE | SIAE FP-Rh probe binding, fluorescence polarization | inhibition, % at 9.66 µM | 370,000 compounds, 0.69% hits | AID 1053197;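 active = inhibition above a cutoff: mean of compounds within the control limits plus 3 SD of those, cut at about 17% in these data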;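 note: 0% = plate median of compound wells and 100% = probe without SIAE protein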
Tn7 DDE FP: DD(E)-Tn7 binding inhibition, primary FP screen | P02675 | FP displacement of FITC-Tn7 peptide from fibrin DD(E); 0% = median of compound wells per plate | inhibition, % at 8.3 µM | 370,000 compounds, 0.13% hits | AID 720508;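 active = inhibition above the mean of compounds falling within the control limits plus 3 SD of them, cut at about 14% in these data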;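 note: 0% = plate median of compound wells and 100% = 10 µM Aha-Tn7 peptide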
Target sequence (P02675 whole entry, looked up): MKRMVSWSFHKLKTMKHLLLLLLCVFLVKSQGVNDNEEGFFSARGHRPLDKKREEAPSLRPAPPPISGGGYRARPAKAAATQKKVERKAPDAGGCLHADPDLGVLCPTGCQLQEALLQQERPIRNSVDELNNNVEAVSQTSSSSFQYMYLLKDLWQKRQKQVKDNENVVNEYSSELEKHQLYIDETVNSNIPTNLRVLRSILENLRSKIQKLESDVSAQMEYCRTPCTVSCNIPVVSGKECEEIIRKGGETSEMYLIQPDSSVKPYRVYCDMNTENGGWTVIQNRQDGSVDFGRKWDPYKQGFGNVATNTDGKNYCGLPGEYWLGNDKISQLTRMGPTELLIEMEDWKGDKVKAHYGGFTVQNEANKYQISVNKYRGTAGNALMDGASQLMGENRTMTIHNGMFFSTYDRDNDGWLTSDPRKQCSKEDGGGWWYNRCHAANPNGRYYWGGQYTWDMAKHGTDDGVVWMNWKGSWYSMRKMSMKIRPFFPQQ
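Measure: % inhibition scaled between sample-field median and high-control FP; Test system: human fibrin DD(E); Quantity: 2 µM final DD(E) protein; Doses: one dose, 8.3 µM nominal; Schedule: compound with protein 10 min, then 3 h after probe, room temperature; Detection: fluorescence polarization; Medium: Tris buffer with calcium and detergent, pH 7.8.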
PG9 Ab binder: small molecules binding HIV-1 gp120 antibody PG9; AID 624416; inhibition, % at 6.7 µM; 360,000 compounds, 0.43% hits; TR-FRET gp120-PG9 antibody binding; in the data active = inhibition above about 8.5%
TDP2 inh: blocks human TDP2 phosphodiesterase activity. O95551. recombinant TDP2, T5PNP hydrolysis, p-nitrophenol absorbance 415 nm. inhibition, % at 12.8 µM. 370,000 compounds, 0.34% hits;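 active = inhibition above the mean of all tested compounds plus 3 SD, set per campaign, cut at about 25% in these data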;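 note: 0% = DMSO with enzyme and 100% = buffer with substrate but no TDP2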
Target sequence (O95551 whole entry, looked up): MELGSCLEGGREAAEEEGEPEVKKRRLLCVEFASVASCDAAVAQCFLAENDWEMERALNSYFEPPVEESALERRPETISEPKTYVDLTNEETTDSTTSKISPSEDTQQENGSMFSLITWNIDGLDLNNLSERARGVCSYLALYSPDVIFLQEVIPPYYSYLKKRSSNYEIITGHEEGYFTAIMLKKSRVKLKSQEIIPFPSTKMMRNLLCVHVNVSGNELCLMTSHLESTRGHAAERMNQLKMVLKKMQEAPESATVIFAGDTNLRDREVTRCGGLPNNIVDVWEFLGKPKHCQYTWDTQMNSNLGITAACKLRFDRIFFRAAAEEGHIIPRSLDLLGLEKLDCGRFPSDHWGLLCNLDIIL
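Assay system: Recombinant human TDP2 | Quantity: 120 nM TDP2 per well | Incubation: 2 h at 37 °C | Signal: Epi absorbance | Evaluation: Percent inhibition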
UHRF1 MBD2 ctr: blocks human UHRF1 binding to methylated DNA; UHRF1 binding to methylated oligo, TR-FRET; Q96T88; inhibition, % at 4.4 µM; AID 687016; 370,000 compounds, 0.75% hits; in the data active = inhibition above about 21%;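 note: UHRF1 SRA domain binding a hemimethylated CpG hairpin DNA probe; 0% = median of test compound wells and 100% = reference inhibitor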
ABHD4 inh: inhibits mouse alpha/beta hydrolase domain 4 | Q8VD66 | purified mABHD4, FP-Rh probe fluorescence polarization | inhibition, % at 8.92 µM | 370,000 compounds, 0.54% hits;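 active = inhibition exceeding the mean over every tested compound plus 3 SD, cut at about 30% in these data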;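 note: 0% = plate median of compound wells and 100% = S159A mutant with DMSO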
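Doses – 8.92 µM, single dose · Material – wild-type mouse ABHD4 protein · Replication – single well per compound (singlicate) · Measure – percent inhibition of probe binding, normalized to plate controls · Schedule – 45 min compound pre-incubation plus 60 min probe step, 25 °C · Detection – fluorescence polarization with parallel and perpendicular emission, 525/598 nm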
HTRA1 inh: HTRA1 (human) protease inhibition. inhibition, % at 5.96 µM. AID 504803. recombinant HTRA1, FP-rhodamine activity-based probe, fluorescence polarization. 340,000 compounds, 0.5% hits. Q92743; in the data active = inhibition above about 36%;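 note: 0% = enzyme with DMSO and 100% = wells lacking enzyme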
PRMT1 inh: PRMT1 (human) inhibition, primary screen; Q99873; recombinant PRMT1, activity-based probe fluorescence polarization; inhibition, % at 2.79 µM; 370,000 compounds, 1.3% hits; AID 652257;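 active = inhibition above about 21% made by adding two undisclosed values, limit read from the data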
TCR-CD3 inh: inhibitors of human TCR-CD3 interaction | TAMRA-labeled TCR probe fluorescence, biochemical | inhibition, % at 9.4 µM | 360,000 compounds, 0.37% hits; in the data active = inhibition above about 19%;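 note: recombinant mutant TCR 2C K166C tagged with TAMRA read by polarization; 0% = receptor in buffer alone and 100% = receptor with positive control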
LEDGF integ inh: blocks HIV-1 LEDGF/p75-dependent DNA integration; TR-FRET IN-LEDGF/p75 DNA integration, Eu/Cy5; inhibition, % at 3.7 µM; 370,000 compounds, 0.64% hits;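 active = inhibition above the screen-wide mean plus 3 SD, cut at about 13% in these data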;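 note: signal is the Cy5 over europium emission ratio at 671 and 618 nm; 0% = plate median of compound wells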
Starred values were filed as active, the others as inactive; · = not tested or not shown.

Start of the data: the first four records (preview)
item | smiles | SIAE primary | Tn7 DDE FP | PG9 Ab binder | TDP2 inh | UHRF1 MBD2 ctr
1 | O=C(NCc1ccco1)c1[nH]c(C(F)(F)F)nc1-c1ccccc1 | 4 | 10 | -2.1 | -1 | 0
2 | O=C(CSc1ccc2nnc(-c3cccnc3)n2n1)NCc1ccc2c(c1)OCO2 | 9 | -3 | -1.6 | -5 | -1
3 | COc1ccc(CCNCC(=O)Nc2ccccc2C(F)(F)F)cc1 | -1 | 7 | -1.0 | 0 | -1
4 | CC(=O)Nc1ccc(NC(=O)Cc2ccc(-c3ccccc3)cc2)cc1 | -2 | -5 | -2.0 | 16 | 2

item | ABHD4 inh | HTRA1 inh | PRMT1 inh | TCR-CD3 inh | LEDGF integ inh
1 | -3 | · | 6 | -3 | -10
2 | 0 | 0 | 2 | 5 | 1
3 | 11 | · | -1 | 3 | 0
4 | -2 | 1 | -4 | -2 | -3

All compounds of this part, from the first entry:
item | smiles | SIAE primary | Tn7 DDE FP | PG9 Ab binder | TDP2 inh | UHRF1 MBD2 ctr
1 | O=C(NCc1ccco1)c1[nH]c(C(F)(F)F)nc1-c1ccccc1 | 4 | 10 | -2.1 | -1 | 0
2 | O=C(CSc1ccc2nnc(-c3cccnc3)n2n1)NCc1ccc2c(c1)OCO2 | 9 | -3 | -1.6 | -5 | -1
3 | COc1ccc(CCNCC(=O)Nc2ccccc2C(F)(F)F)cc1 | -1 | 7 | -1.0 | 0 | -1
4 | CC(=O)Nc1ccc(NC(=O)Cc2ccc(-c3ccccc3)cc2)cc1 | -2 | -5 | -2.0 | 16 | 2
5 | Cc1ccc(NC(=O)NC2OC(=O)c3ccccc32)cc1 (configuration not stated) | -1 | -4 | 2.0 | 3 | 0
6 | C[C@@H](CO)NC(=O)[C@H]1O[C@@H](n2ccc(=O)[nH]c2=O)[C@H](O)[C@@H]1O | 7 | -7 | 2.5 | -11 | 2
7 | CCCC/C=C1/[C@H](c2ccc(Cl)cc2)N(Cc2ccc3c(c2)OCO3)C2=N[C@H](c3ccccc3)CC(=O)N21 | 2 | 3 | · | -6 | -1
8 | CCOC(=O)c1c(NC(=O)Cc2cccs2)sc(C(=O)NC2CCCCC2)c1C | 1 | 0 | -0.8 | 7 | -1
9 | O=C(CSc1nc2c(cnn2-c2ccc(F)cc2)c(=O)[nH]1)N1CCCCC1 | -1 | 15* | 0.5 | 12 | -2
10 | Cc1c(NC(=O)c2nn(C(C)C)c(=O)c3ccccc23)c(=O)n(-c2ccccc2)n1C | 2 | 1 | -2.0 | 7 | 0
11 | CN(C)c1ccc(C=Cc2cnccn2)cc1 | 13 | 2 | -11 | -6 | -2
12 | O=C(NCc1ccc(F)cc1)C1CCCN(C(=O)Nc2ccc(F)cc2)C1 (configuration not stated) | 5 | -1 | 0.7 | -5 | -1
13 | CCOC(=O)N1CCC(Nc2c(NCCCN(CC)c3cccc(C)c3)c(=O)c2=O)CC1 | 12 | 3 | -3.0 | 6 | -6
14 | Cc1ccccc1C(=O)NNC(=O)CCCCC(=O)NNC(=O)c1ccccc1C | 8 | -2 | -1.9 | 6 | 11
15 | O=C(NCCCN1CCCC1)c1ccc2c(c1)N(Cc1ccccc1F)C(=O)c1ccccc1S2=O (configuration not stated) | -13 | 7 | -0.7 | -3 | 2

item | ABHD4 inh | HTRA1 inh | PRMT1 inh | TCR-CD3 inh | LEDGF integ inh
1 | -3 | · | 6 | -3 | -10
2 | 0 | 0 | 2 | 5 | 1
3 | 11 | · | -1 | 3 | 0
4 | -2 | 1 | -4 | -2 | -3
5 | 5 | 3 | 7 | -3 | -2
6 | 6 | · | 2 | -3 | -2
7 | 1 | · | 6 | · | 0
8 | 3 | 1 | 0 | -1 | 1
9 | 1 | -8 | -2 | 3 | 0
10 | -10 | 0 | -8 | 4 | 2
11 | 9 | 6 | 1 | -1 | -2
12 | -1 | -1 | 0 | -6 | 0
13 | 12 | 0 | 1 | -1 | -1
14 | 4 | 7 | -1 | 5 | -1
15 | -3 | -11 | 2 | 2 | -3

Further results:
item | smiles | SIAE primary | Tn7 DDE FP | PG9 Ab binder | TDP2 inh | UHRF1 MBD2 ctr
16 | CCc1nc2ccc(C(=O)NCCOc3ccc(OC)cc3)cn2c1N(C=O)Cc1ccc(OC)cc1 | 1 | 5 | -2.6 | 10 | 3
17 | O=C(CCS(=O)(=O)Cc1ccccc1)NCCc1ccccc1 | 3 | -1 | 0.1 | -11 | 2
18 | CCc1ccccc1Nc1nc2ccccc2[nH]1 | 0 | 5 | 0.7 | -5 | 3
19 | Cc1nnc(SCc2cccc3ccccc23)s1 | -7 | 1 | -0.2 | -15 | 1
20 | Cc1cc(S(=O)(=O)NC2CCCCC2)c(C)s1 | 3 | 1 | -0.7 | -1 | 1
21 | CCOc1ccc(CCNS(=O)(=O)c2c(C)nc3scc(C)n3c2=O)cc1OCC | 3 | 1 | 1.0 | 6 | 0
22 | COc1ccccc1CNCc1cc(OC)c(OC)c(OC)c1 | -3 | -2 | -3.0 | 13 | 3
23 | O=C(Nc1nnc(SCC(=O)N2CCCCC2)s1)c1cccs1 | -2 | 0 | -2.7 | -2 | 4
24 | COC(=O)[C@H](Cc1ccccc1)NC(=O)NCCc1ccc(S(N)(=O)=O)cc1 | 3 | 4 | 1.3 | 2 | -2
25 | O=C(Nc1ccc(O)c2c(=O)cc(-c3ccccc3Cl)oc12)c1ccc(Cl)c(Cl)c1 | -4 | 4 | 0.6 | -5 | -3
26 | C/C(=N\NC(=O)c1ccco1)c1ccc(NC(=O)c2ccccc2)cc1 | -6 | 8 | -1.8 | -3 | 12
27 | COc1ccc(/C=N/NC(=O)c2cccc(COCC(F)(F)C(F)F)c2)cc1 | -10 | -5 | 0.4 | -4 | -1
28 | COC(=O)[C@]12C[C@H](CC(=O)NCCc3ccccc3OC)C(=O)N(Cc3ccc4c(c3)OCO4)C1=C[C@H](C(C)C)O[C@@H]2C1CC1 | 3 | 1 | · | -3 | 0
29 | Cc1cccc(N(C)C(=O)c2coc(=O)c3ccccc23)c1 | 1 | -7 | -0.6 | -3 | 0
30 | Cc1cccc(-n2c(=O)c(C#N)cc3c(=O)n4ccccc4nc32)c1 | -6 | -6 | 0.9 | -18 | 6

item | ABHD4 inh | HTRA1 inh | PRMT1 inh | TCR-CD3 inh | LEDGF integ inh
16 | -3 | · | -2 | -2 | 0
17 | -9 | 3 | -8 | 3 | 5
18 | 1 | · | 1 | -5 | -2
19 | 3 | -6 | 2 | 0 | -5
20 | 1 | -5 | 2 | 0 | 2
21 | 7 | -1 | 2 | 3 | -5
22 | 9 | 1 | 1 | 6 | 4
23 | -3 | 0 | 1 | 3 | 1
24 | -1 | 3 | -2 | 5 | 1
25 | 4 | 5 | -3 | 5 | 1
26 | -4 | -9 | 4 | 1 | 0
27 | 5 | -8 | -3 | -6 | 0
28 | -8 | · | 2 | · | 4
29 | -5 | 5 | -1 | 10 | 2
30 | 0 | 3 | 2 | -5 | 4

Later entries
item | smiles | SIAE primary | Tn7 DDE FP | PG9 Ab binder | TDP2 inh | UHRF1 MBD2 ctr
31 | COc1ccc(S(=O)(=O)/C(C#N)=C/Nc2ccccc2F)cc1 | 0 | 0 | -1.9 | 9 | 1
32 | COc1ccc(S(=O)(=O)N2CCN(C/C=C/c3ccccc3)CC2)cc1F | -10 | 0 | -1.6 | 3 | 2
33 | CCOC(=O)Cc1csc(NC(=O)C2C3C=CC(C3)C2C(=O)O)n1 (configuration not stated) | 4 | 0 | -2.2 | 10 | 1
34 | Cc1cccc(N2CCN(C(=O)C3CC(=O)N(c4ccc5c(c4)OCCO5)C3)CC2C)c1 (configuration not stated) | 12 | 5 | 0.1 | 7 | -2
35 | C=CCN(C(=O)c1cccc(C(F)(F)F)c1)C1(C(=O)Nc2ccccc2)CCN(C(C)C)CC1 | 7 | -2 | -1.4 | 3 | -2
36 | Cc1ccc(OCc2nc(C#N)c(NCc3ccc4c(c3)OCO4)o2)cc1 | -8 | 6 | -0.3 | -2 | 1
37 | O=C(NC1CCCCC1)NC1CC2CCCC(C1)N2C1CCCC1 (configuration not stated) | 0 | 4 | 0.2 | -7 | -3
38 | CC(=O)N1CCN(C(=O)c2ccc(CNC(=O)c3cccc(Br)c3)cc2)CC1 | 4 | -3 | · | 10 | -1
39 | Cc1cc(=O)c2ccccc2[nH]1 | 1 | -3 | 0.0 | 5 | 0
40 | CS(=O)(=O)c1ccc(-c2nnn(CC(=O)Nc3ccc4c(c3)OCCO4)n2)cc1 | -14 | 2 | 0.2 | 14 | 0
41 | CC(=O)Nc1cccc(-c2ccnc3c2CC(C)(C(=O)NCc2ccc(N(C)C)cc2)O3)c1 (configuration not stated) | 1 | -8 | -2.5 | -3 | 1
42 | CC1(C)CC[C@]2(C(=O)O)CC[C@]3(C)C(=CCC4[C@@]5(C)CC[C@H](O)C(C)(C)C5CC[C@]43C)C2C1 (some centres not stated) | 7 | 7 | -1.1 | -12 | 4
43 | Clc1cccc(Cc2c(C3CCCCC3)nc3ccc(Cl)cn23)c1 | 2 | 9 | 1.6 | 3 | 9
44 | Cc1ccccc1N=C(NO)c1nonc1N | 13 | 4 | -0.8 | 3 | 0
45 | Cc1ccc(-c2nc3ncccn3c2NC(=O)C2CC2)cc1 | -5 | 6 | 0.6 | 3 | -2
46 | O=C(NC1CCN(S(=O)(=O)c2cccc(Cl)c2)CC1)C1CCCCC1 | -10 | 2 | -0.6 | 12 | 1
47 | Cc1ccc(S(=O)(=O)N(C)C)cc1NC(=O)CN1C(=O)NC(Cc2ccccc2)C1=O (configuration not stated) | 0 | -6 | 0.0 | -6 | -3

item | ABHD4 inh | HTRA1 inh | PRMT1 inh | TCR-CD3 inh | LEDGF integ inh
31 | -5 | -10 | -2 | 0 | -1
32 | -1 | -22 | 2 | -5 | 0
33 | 1 | 2 | -1 | 8 | -3
34 | -2 | 7 | 0 | 4 | -2
35 | -1 | -7 | -4 | 2 | -3
36 | -34 | -41 | -1 | 11 | 0
37 | 0 | 1 | -4 | 6 | 0
38 | 2 | · | 1 | · | 4
39 | 2 | 9 | 2 | -1 | 0
40 | 1 | 5 | 4 | 7 | -2
41 | 0 | · | 3 | 1 | -2
42 | -5 | -6 | 2 | -1 | -2
43 | -32 | · | -6 | 6 | -3
44 | 1 | -2 | -1 | 1 | 0
45 | -6 | -3 | -1 | -1 | 1
46 | -5 | 10 | 0 | -1 | 1
47 | -8 | -10 | -6 | 5 | 2

Bioassay records from PubChem.
